# Compound activity (PubChem BioAssay)
# ARNT-TACC3 inh = disruptors of ARNT/TACC3 protein interaction, primary screen, biochemical, AlphaScreen, single concentration | inhibition, % at 9.99 µM | AID 623870, 2012 | Transforming acidic coiled-coil-containing protein 3 (Homo sapiens), Q9Y6A5 | AlphaScreen His-ARNT PAS-B/GST-TACC3 binding, luminescence; TACC3 fragment carries E629A point mutation | actives 0.66% (n = 390,000);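 active means mean inhibition of replicates at least 50% and at least half of replicates each reaching 50%; inconclusive means half or more replicates reach 50% but mean below 50%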;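 further: 0% = complete ARNT plus TACC3 wells and 100% = ARNT alone without TACC3; many hits fall short of the cut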
# esBAF inh = Bmi1 luciferase reporter increase in mESCs, primary screen, esBAF inhibitor project, mouse ES cells, Bmi1 luciferase knock-in, single point | reporter increase, % at 12.5 µM | AID 602393, 2012 | actives 2% (n = 350,000) | 24 h; 100% = twice the neutral-well signal; in the data active means activation above about 40%; inconclusive means no clear call, values can overlap the other calls;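 further: 0% = median of the plate's neutral control wells and 100% = double that signal; a rise in the Bmi1 reporter signal indicates esBAF inhibition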
# RAD54 branch = inhibitors of human RAD54 branch migration, primary screen, biochemical, fluorescence, single point. RAD54 Holliday junction branch migration, FAM/BHQ fluorescence. inhibition, % at 10.4 µM. actives 0.14% (n = 360,000). AID 602329, 2012;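 active means mean normalized replicate activity at least 40 and at least half of replicates scoring 40 or more; inconclusive means only one of the two criteria met; inactive means mean below 40 and under half of replicates reaching 40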;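 further: 0% = median of neutral control wells and 100% = median of positive control wells; inhibitors cause a drop in the FAM fluorescence signal; in these data hits start at about 50%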
# Target sequence (Q92698 whole entry, looked up): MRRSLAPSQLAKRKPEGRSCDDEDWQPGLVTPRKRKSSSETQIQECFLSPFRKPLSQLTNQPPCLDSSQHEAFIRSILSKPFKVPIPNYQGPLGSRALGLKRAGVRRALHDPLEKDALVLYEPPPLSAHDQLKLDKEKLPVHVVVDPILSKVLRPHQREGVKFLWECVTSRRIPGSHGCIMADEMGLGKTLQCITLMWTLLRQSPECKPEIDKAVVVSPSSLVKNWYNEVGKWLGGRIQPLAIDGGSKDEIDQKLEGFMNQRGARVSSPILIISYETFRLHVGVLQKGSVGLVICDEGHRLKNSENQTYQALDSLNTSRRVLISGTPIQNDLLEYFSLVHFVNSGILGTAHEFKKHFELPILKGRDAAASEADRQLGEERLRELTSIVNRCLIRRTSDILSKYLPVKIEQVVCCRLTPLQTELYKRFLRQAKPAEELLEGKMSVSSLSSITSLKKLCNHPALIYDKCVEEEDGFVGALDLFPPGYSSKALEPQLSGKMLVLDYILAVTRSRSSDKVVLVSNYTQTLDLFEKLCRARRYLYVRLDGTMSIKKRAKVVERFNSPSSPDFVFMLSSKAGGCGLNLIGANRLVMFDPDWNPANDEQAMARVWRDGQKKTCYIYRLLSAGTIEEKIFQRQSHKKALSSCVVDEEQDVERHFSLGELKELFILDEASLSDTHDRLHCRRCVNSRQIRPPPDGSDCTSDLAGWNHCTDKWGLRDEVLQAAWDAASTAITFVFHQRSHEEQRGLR
# An asterisk follows results filed as active; ? = inconclusive.
SMILES,ARNT-TACC3 inh,esBAF inh,RAD54 branch
COc1ccccc1N1CCN(C(=O)c2ccc(S(=O)(=O)N3CCCCCC3)cc2)CC1,-2,1,-3
CC12C=CC3(O1)C(C(=O)N(c1ccccc1)C3C(=O)NC1CCCC1)C2C(N)=O (stereo unspecified),3,7,2
CC1=C(Sc2ccccn2)C(=O)NC(C)(C)C1,7,-2,15
Fc1cccc(NC(=S)N2CCCCC2)c1,-18,-8,3
CCN(CC)S(=O)(=O)c1ccc(Cl)c(C(=O)NC2CCCC2)c1,-8,-7,-5
O=C(C1CCN(Cc2ccc(OCc3ccccc3)cc2)CC1)N1CCCC1,-1,2,5
CCCCNC(=O)OC1CCS(=O)(=O)C1 (stereo unspecified),-3,-5,-7
N#CC[n+]1cc(-c2ccc(Cl)cc2)n2c1CCC2,-4,3,-16
COC(=O)CCN(C1CCCCC1)S(=O)(=O)c1ccc(S(=O)(=O)N2CCCCC2)cc1,2,-7,-4
COc1cccc(CC(C(=O)Nc2cc(C)ccc2C)c2nn[nH]n2)c1OC (stereo unspecified),-8,2,0
O=C1c2ccccc2C(=O)N1CCCCn1c(=O)oc2ccccc21,-2,5,-6
CCn1c(SCCOc2ccc(OC)cc2)nnc1C(CO)NC(=O)c1ccc(OC)cc1 (stereo unspecified),2,0,6
O=S(=O)(c1ccc(Cl)cc1)N1CCC(N2CCOCC2)CC1,-7,-4,-18
Cc1nc2ccccc2n2c(O)c(CC(=O)O)cc12,7,-5,-91
Cc1cccc(-c2nc3c(c(SCC(=O)N4CCOCC4)n2)Cc2c(CO)cnc(C)c2O3)c1,5,6,-5
CN(C)/C=C(\C(=O)c1ccc(Cl)cc1)c1nnnn1-c1ccc(Cl)cc1,25,-9,-6
CC(/C=N/n1cnnc1)=C\c1ccco1,1,-5,-3
CCOC(=O)CN1C2=NCCN2c2ccccc21,-9,-2,5
CCCCN(CCCC)C(=O)c1nsnc1-c1ccccc1O,7,-7,5
O=C(COc1cccnc1[N+](=O)[O-])Nc1cccc2ccccc12,-2,-5,-1

# The last four entries of the part above lead into the next:
SMILES,ARNT-TACC3 inh,esBAF inh,RAD54 branch
CC(/C=N/n1cnnc1)=C\c1ccco1,1,-5,-3
CCOC(=O)CN1C2=NCCN2c2ccccc21,-9,-2,5
CCCCN(CCCC)C(=O)c1nsnc1-c1ccccc1O,7,-7,5
O=C(COc1cccnc1[N+](=O)[O-])Nc1cccc2ccccc12,-2,-5,-1
COc1ccc(C2(C(=O)Nc3ccc(C(=O)O)cc3)CCOCC2)cc1,0,-1,1
CCC(=O)Nc1cccc(NC(=O)CSc2nnnn2C2CCCC2)c1,-3,-10,-5
CCOc1ccc(C(=O)c2ccncc2)cc1,30,0,-1
COc1ccc2nc3oc(C(=O)Nc4ccc(OC)c(OC)c4)cc3cc2c1,-7,-10,5
O=C(N/N=C/C=C\c1ccco1)c1cccnc1,35,-6,11
COc1ccc(C2C(C#N)=C(N)Oc3n[nH]c(-c4ccccn4)c32)c(OC)c1OC (stereo unspecified),60*,-2,-8
CC1CCCCC1NC(=S)Nc1ccc(SC(F)F)cc1 (stereo unspecified),0,26,3
COc1ccc(-n2nnnc2SCc2nc(N)nc(N3CCOCC3)n2)cc1,11,-2,-7
COc1ccc(N(C(=O)c2ccn[nH]2)C(C(=O)NC(C)(C)C)c2ccc(F)cc2)cc1 (stereo unspecified),-4,-6,13
CC(=O)CCc1ccc(OCCCCn2cncn2)cc1,8,2,-6
CCCCCOC(=O)C1C2C=CC3(CN(c4ccccc4C)C(=O)C13)O2 (stereo unspecified),-7,-13,5
O=S1(=O)N=C(Oc2ccccc2)c2ccccc21,-1,-11,2
CSc1cccc(NC(=O)C(C)Sc2ccc(C)cc2)c1 (stereo unspecified),-6,-2,-3
CN1CCC(OC(=O)c2cccc(Br)c2)CC1,-2,2,6
CN(C)c1ccc(P(=O)(OCc2ccccc2)C(O)c2ccncc2)cc1 (stereo unspecified),-3,11,-4
Cc1[nH]c(=O)[nH]c(=O)c1CSc1nnc([C@@H](NC(=O)OC(C)(C)C)C(C)C)o1,-5,-1,1
CCOC(=O)CCc1c(C)c2ccc(OC(C)C(=O)OCC)c(C)c2oc1=O (stereo unspecified),-4,2,-9
O=C(CSC1=NCCS1)NC1CCCCC1,-3,6,3
O=C(Nc1ncc2c(n1)-c1ccccc1CC2)c1cccc(Cl)c1,-11,9,2
C=CCSc1nnc(-c2cnn(-c3ccccc3)c2-n2cccc2)n1C,26,3,-3
COc1ccccc1C(=O)Nc1c2c(nn1-c1cccc(C)c1C)CS(=O)C2 (stereo unspecified),-10,-2,2
O=c1nc2c(-c3ccccc3F)n[nH]n2c2ccccc12,-3,22,-5
Nc1c(Cl)cc(Cl)cc1C(=O)OCC(=O)N1CCCC1=O,-2,-2,6
Cc1ccc2cc(CN(CCN3CCCC3)C(=O)Nc3ccc(F)cc3)c(=O)[nH]c2c1C,8,-3,5
COc1ccc(C(=O)N2CCSC2=S)cc1OC,3,-5,1
Cc1ccccc1CSCCNC(=O)c1ccc(Cl)c(S(=O)(=O)N2CCOCC2)c1,-1,6,5
O=C(CNS(=O)(=O)c1cccs1)Nc1ccc2c(c1)OCCO2,13,39,1
CCC1C(=O)CC(c2ccco2)NC1c1ccco1 (stereo unspecified),-6,1,-12
CCOC(=O)CCc1c(C)nc(SCCCn2c(=O)[nH]c3ccccc32)c(C#N)c1C,-23,7,8
O=C(NCCCn1ccnc1)c1ccc2c(c1)OCCO2,3,-6,-15
c1ccc(C2=Nn3c(nnc3-c3cc(-c4ccccc4)n[nH]3)SC2)cc1,-4,23,4
Cc1ccc(OC(C)C(=O)O)cc1C (stereo unspecified),-1,-10,-1
Cc1ccc(OCC(=O)c2c(O)c3ccccc3oc2=O)cc1C,-3,-4,-9
O=C(CSc1nnc(COc2ccccc2)n1Cc1ccco1)c1ccc(F)cc1,0,6,2
CCOC(=O)C1=C(C)NC2=C(C1c1ccc([N+](=O)[O-])cc1)S(=O)(=O)c1ccccc12 (stereo unspecified),-10,-3,2
CCOC(=O)N1CCN(C(=O)CSc2nnc(-c3cc(OC)ccc3OC)o2)CC1,-4,-1,2
COc1cccc(N/C(N)=N/c2nc(C)cc(=O)[nH]2)c1,0,-1,-6
COc1ccc(S(N)(=O)=O)cc1C(=O)NCC1(N2CCCCC2)CCCCC1,-4,-1,-5
O=C(COc1ccc(/C=N/NC(=O)c2cc3ccccc3o2)cc1Cl)Nc1ccccc1,-4,30,9
COc1ccc(-c2nnc(SCc3cccnc3)o2)cc1,1,52*,-3
COC(=O)C(C)Sc1nc2c(c(-c3ccc(OC)cc3)c1C#N)-c1ccccc1C2=O (stereo unspecified),-2,1,4
Cc1ccc2cc3cc(C(=O)NCCCN4CCCCCC4)oc3nc2c1,3,20,8
Cn1c(Sc2ccc([N+](=O)[O-])cc2C(F)(F)F)nnc1-c1ccccc1,0,-3,-3
O=C(NCCN1CCOCC1)c1ccncc1,-1,-4,1
Cn1c(Cl)c(C(=O)Nc2ccc(Cl)cc2)c2ccccc21,8,16,3
CC(C)(C)OC(=O)NCCC(=O)Oc1ccc2ccc(=O)oc2c1,-2,-5,8
Cc1cccn2c(=O)c(/C=C(\C#N)S(=O)(=O)c3ccccc3)c(N3CCC(C(N)=O)CC3)nc12,6,8,-12
O=C(NCC1CCCO1)c1cccc2c1C(=O)c1ccc(N3CCC(Cc4ccccc4)CC3)cc1S2(=O)=O (stereo unspecified),-6,7,-47
O=C(NC1CCCC1)c1cnn2c(C(F)(F)F)cc(-c3ccco3)nc12,3,-7,-10
O=C(CSc1nnc(-c2cnccn2)n1Cc1ccco1)c1ccc(Cl)cc1,1,4,-7

# Of the compounds above, nine have an NH in an aromatic ring:
SMILES,ARNT-TACC3 inh,esBAF inh,RAD54 branch
COc1cccc(CC(C(=O)Nc2cc(C)ccc2C)c2nn[nH]n2)c1OC (stereo unspecified),-8,2,0
COc1ccc(C2C(C#N)=C(N)Oc3n[nH]c(-c4ccccn4)c32)c(OC)c1OC (stereo unspecified),60*,-2,-8
COc1ccc(N(C(=O)c2ccn[nH]2)C(C(=O)NC(C)(C)C)c2ccc(F)cc2)cc1 (stereo unspecified),-4,-6,13
Cc1[nH]c(=O)[nH]c(=O)c1CSc1nnc([C@@H](NC(=O)OC(C)(C)C)C(C)C)o1,-5,-1,1
O=c1nc2c(-c3ccccc3F)n[nH]n2c2ccccc12,-3,22,-5
Cc1ccc2cc(CN(CCN3CCCC3)C(=O)Nc3ccc(F)cc3)c(=O)[nH]c2c1C,8,-3,5
CCOC(=O)CCc1c(C)nc(SCCCn2c(=O)[nH]c3ccccc32)c(C#N)c1C,-23,7,8
c1ccc(C2=Nn3c(nnc3-c3cc(-c4ccccc4)n[nH]3)SC2)cc1,-4,23,4
COc1cccc(N/C(N)=N/c2nc(C)cc(=O)[nH]2)c1,0,-1,-6

# Next records follow.
SMILES,ARNT-TACC3 inh,esBAF inh,RAD54 branch
CCN(CC)CCOC(=O)c1c(C)n(C)c2ccc(OC)cc12,-5,-8,29
CC1CC=C2C(C#N)=C(N)C(C#N)(C#N)C(c3cccs3)C2C1 (stereo unspecified),2,-6,-48
CC1CC(C)CN(C(=O)CSC2=Nc3ccccc3C3=NC(Cc4c[nH]c5ccccc45)C(=O)N23)C1 (stereo unspecified),-2,2,8
Cn1c(=O)c2c(nc(Br)n2Cc2ccc3ccccc3c2)n(C)c1=O,3,-30,-10
CC1(C)CC(=O)C(C=NCCN2CCN(C(=S)Nc3ccccc3)CC2)=C(O)C1,-1,3,-13
O=S(=O)(c1cccs1)N1CCCc2cccc(O)c21,0,45*,0
C=CCn1c(SCC(=O)Nc2cc3oc4ccccc4c3cc2OC)nnc1-c1cnccn1,-9,1,-18
CC1=NN(C(=O)c2ccc(Cn3nc(C)cc3C)o2)C(O)(C(F)(F)F)C1 (stereo unspecified),-8,-4,-11
COc1ccc(NC(=O)N(C2CCCCC2)C(C)c2ccco2)c(OC)c1 (stereo unspecified),9,-7,-11
CN1CCN(NC(=O)CN2C(=O)/C(=C/c3c(Cl)cccc3Cl)SC2=S)CC1,35,-3,-11
COCCCn1c(=N)c(C(=O)NCc2ccc3c(c2)OCO3)cc2c(=O)n3ccccc3nc21,-2,-12,9
CCN(CC)c1nc2c(s1)C(=O)CC(C)(C)C2,8,32,2
Cc1ccc(-n2ncc3c(Nc4c(C)n(C)n(-c5ccccc5)c4=O)ncnc32)c(C)c1,-1,3,-7
Fc1ccc(NCc2cn3ccccc3n2)cc1,5,?,3
COCC(=O)Nc1nnc(-c2cccs2)s1,7,-9,-12
Nc1nc(Nc2cccc(C(F)(F)F)c2)nc(C(F)(F)F)n1,-4,0,-10
N#Cc1ccccc1Cn1c(=O)n(Cc2ccc(C(=O)NCc3ccco3)cc2)c(=O)c2ccccc21,5,0,-2
CC(C)(O)C#Cc1ccccc1C(=O)NC(CC(N)=O)C(=O)O (stereo unspecified),-33,9,-5
Cc1ccc(-c2cc(C(=O)NCc3ccccn3)c3ccccc3n2)cc1,-3,19,5
Brc1ccccc1-c1nnc(COc2ncnc3c2cnn3-c2ccccc2)o1,-1,-5,-4
O=C(Nc1nc2c(Cl)cccc2s1)c1ccc(Br)o1,-6,39,-29
CN(C)S(=O)(=O)c1ccc(C(=O)Nc2ccc(OCC(=O)N3CCOCC3)cc2)cc1,-11,7,5
Cc1csc(SCC(=O)Nc2c(C)n(C)n(-c3ccccc3)c2=O)n1,-7,-1,-7
CC(C)C(NS(=O)(=O)c1ccc(Br)s1)C(=O)O (stereo unspecified),2,-4,2
COc1ccc(NC(=S)NC(NC(=O)c2cccc3ccccc23)C(Cl)(Cl)Cl)c([N+](=O)[O-])c1 (stereo unspecified),1,7,-12
COc1c(Cl)cc(Cl)cc1C(=O)Nc1ccc(NC(=O)c2cccs2)cc1,-3,-8,1
C=CCC1(O)C(=O)N2C(=C1C(=O)OCC)c1ccc3ccccc3c1CC2(C)C (stereo unspecified),4,4,-20
CCOC(=O)N1CCN(Cc2nc(-c3ccc(C)cc3)no2)CC1,5,11,-2
Cc1nn(-c2ccccc2)c(C)c1/C=N/NC(=O)CSc1nc2ccccc2c(=O)n1-c1ccc(Br)cc1,-3,-5,7
N#Cc1ccccc1NC(=O)COC(=O)c1ccc(S(=O)(=O)N2CCCC2)cc1,1,-10,-3

# Not all compounds are listed, so the mix of outcomes need not match the whole.
